IL1B NFkB inh – inhibitors of IL-1B driven NFkB p65 nuclear import, primary screen, imaging, HUVEC, IL-1B stimulus, high-content imaging; HUVEC IL-1B NFkB p65 nuclear translocation imaging; inhibition, % at 2 µM; 94,000 tested, 0.43% active;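 active means inhibition above about 30% together with a positive call from visual inspection of the well image, limit read from the data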;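 further: nuclear over cytoplasmic p65 intensity ratio measured by imaging; 0% = IL-1B stimulated DMSO wells and 100% = unstimulated DMSO wells; values of inactives mirror those of a sister screen read the other way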
NFkB transloc pot – enhancers of NFkB p65 translocation in HUVEC – imaging, IL-1B stimulus, high-content imaging, primary screen; HUVEC IL-1B NFkB p65 nuclear translocation imaging; activation, % at 2 µM; 94,000 tested, 0.3% active; AID 819, 2007;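 active means activation above 40%, about the mean plus 3 SD, also judged a hit on visual image review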;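 further: percent activation is computed from the nuclear over cytoplasmic p65 intensity ratio; values of inactives mirror those of a sister screen read the other way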
PLAP inhibition – PLAP enzyme inhibitors, biochemical, luminescence, HTS (AID 690); 96,000 tested, 0.08% active; Alkaline phosphatase, placental type (Homo sapiens); inhibition, % at 20 µM; hits with a dose series show IC50 in µM; purified PLAP, luminescent substrate; higher % means a stronger effect; in the data active means a potency from the dose series; inactive means the rest, 99 in 100 with inhibition below about 30%; further: strong numbers were not always called active
MRP reversal – reversal of MRP1-mediated doxorubicin resistance, primary screen, H69AR cells, doxorubicin co-treatment | H69AR cells + 2 uM doxorubicin, CellTiter-Glo, 72 h | differential viability (reversal), % at 10 µM | 85,000 tested, 0.04% active | AID 602, 2007;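 active means viability drop by adding the cancer drug above about 55%, with treated viability meeting a 40% cutoff, limit read from the data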;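 further: viability without doxorubicin minus viability with 2 µM doxorubicin for each compound; larger differential means the compound sensitizes cells more to doxorubicin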
Bcl-B TR3 displacers – displacers of TR3 peptide from Bcl-B, primary screen, selectivity assay for Bfl-1 inhibitor project, biochemical, fluorescence polarization; FP displacement of FITC-TR3 peptide from Bcl-B; higher % means a stronger effect; 96,000 tested, 0.11% active; AID 748, 2007; one-dose displacement, % at 20 µM; IC50 in µM for titrated hits;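 active means displacement above 50% at 20 µM plus a fluorescence interference ratio under 1.5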;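 further: plate controls were wells without compound for no effect and wells lacking Bcl-B protein for full effect; a part of the inactive calls stands beside numbers as strong as those of hits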
MRP reversal cytotoxicity – recorded beside MRP reversal, whose call it bears; viability, %; H69AR cells, CellTiter-Glo, 72 h; measured here: cytotoxicity without doxorubicin
MRP reversal with doxorubicin – recorded beside MRP reversal, whose call it bears; viability, %; measured here: viability with 2 uM doxorubicin; active compounds read low
IL1B NFkB inh cell count 2 µM – also measured in IL1B NFkB inh; calls as there; cell count; measured here: cells passing quality filter;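 raw number of nuclei counted in each imaged well without normalization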
NFkB transloc pot cell count 2 µM – second read-out of NFkB transloc pot, no call of its own (marks repeat the call); cell count; measured here: cells passing quality filter
An asterisk follows results filed as active; . = no result given. A portion of the library; count on the stated rates, not on these rows.

smiles	IL1B NFkB inh	IL1B NFkB inh cell count 2 µM	NFkB transloc pot	NFkB transloc pot cell count 2 µM	PLAP inhibition	MRP reversal	MRP reversal cytotoxicity	MRP reversal with doxorubicin	Bcl-B TR3 displacers
CCC(C)C(NC(C)=O)C(=O)NC(=O)NC(c1ccccc1)c1ccccc1 (configuration not stated)	15	176	-15	176	-70%	7	88	81	-4%
CCCCN1C(=O)c2ccc(C(=O)Nc3cccc(C)c3C)cc2C1=O	0	189	0	189	15%	-7	89	96	-1%
FC(F)(F)c1nc2ncc(Cl)cc2[nH]1	.	.	.	.	4%	1	91	90	-7%
CCCNC(=O)NC(C)C12CC3CC(CC(C3)C1)C2 (configuration not stated)	-12	141	11	141	14%	-2	94	96	-23%
CC(=O)N(c1ccccc1)C1SC(=O)N(c2ccccc2)C1=O (configuration not stated)	-27	99	27	99	14%	-13	91	104	-2%
C=CCn1c(C)cc(C(=O)CN2C(=O)c3ccccc3C2=O)c1C	-6	125	6	125	3%	-10	72	82	-4%
Cc1ccc(-n2c(SCC(=O)OC(C)C)nnc2-c2cnccn2)cc1	4	127	-4	127	-14%	-3	97	100	-4%
CC(C)Cn1c(CN(Cc2ccccc2)Cc2ccccc2)nc2c1c(=O)n(C)c(=O)n2C	-15	58	15	58	-38%	-3	62	64	2%
COc1cccc(/C(O)=C2\C(=O)C(=O)N(c3ccccn3)C2c2ccccc2OC)c1 (configuration not stated)	16	95	-16	95	-24%	-3	94	97	-3%
Cc1ccccc1CSCC(=O)c1c(N)n(C)c(=O)n(C)c1=O	-4	198	4	198	15%	3	85	83	3%
c1ccc(CSc2nnc(Cc3ccccn3)o2)cc1	.	.	.	.	-6%	5	102	97	1%
O=C(NC1CCCC1)C(c1c[nH]c2ccccc12)N(C(=O)Cn1nnc(-c2ccc(Cl)cc2)n1)c1ccccc1 (configuration not stated)	-9	203	9	203	-23%	.	.	.	-8%
O=S(=O)(c1cc(Cl)ccc1Br)N1CCCCC1	-10	156	10	156	4%	7	92	84	2%
C=C(C)C(=O)Nc1cccc(C(C)=O)c1	-22	175	22	175	-10%	-3	92	95	16%
CCOC(=O)C1=C(N)OC2=C(C(=O)CC(C)(C)C2)C1c1ccoc1 (configuration not stated)	3	165	-3	165	-5%	0	91	91	15%
CCC(=O)N1CCN(c2ccc(Cl)cc2NC(=O)Cc2ccccc2)CC1	9	116	-9	116	-39%	-7	72	78	-1%
Cc1cccc(-n2ncc3c(NC(C)C)ncnc32)c1	.	.	.	.	-14%	7	82	75	-2%
CCOC1(OCC)N=C(N)C2(C#N)C(c3cccc(OC)c3OC)C12C#N (configuration not stated)	5	124	-5	124	-13%	-9	79	88	-6%
CCOc1ccc(NC(=O)CCNc2c(N3CCCC3)c(=O)c2=O)cc1	6	160	-5	160	11%	10	89	79	-6%
NC(=O)c1c(N)sc2c1CCCCC2	-4	88	4	88	-61%	2	95	93	-33%
CCCNC(=S)NC1CC2CCCC(C1)N2CC(C)C (configuration not stated)	-10	90	10	90	-8%	.	.	.	26%
CCN(CC)S(=O)(=O)c1cccc(C(=O)NCC(=O)OCC(=O)NCc2ccccc2)c1	4	101	-4	101	9%	-3	88	91	-1%
O=C(O)c1ccc2c(c1)nnn2C1CCCCC1	4	180	-4	180	-11%	.	.	.	14%
Cc1cccc(OCC(=O)Nc2nonc2NC(=O)COc2cccc(C)c2)c1	-11	142	11	142	.	-1	99	101	.
O=C(NCCOc1ccccc1)c1ccc2c(c1)OCO2	.	.	.	.	6%	-3	86	90	-4%
Cc1c(C)n(C(=O)CSc2nncn2C)c2ccccc12	3	216	-3	216	4%	-15	73	88	2%
COc1ccc2cc(-c3csc(-c4cccnc4)n3)ccc2c1	-12	183	12	183	-24%	.	.	.	10%
Nc1cc(N)nc(SCC(=O)Nc2ccc3c(c2)OCCCO3)n1	14	100	-14	100	8%	8	80	72	-4%
CCN1CCCC1CN(Cc1cc2ccc(C)c(C)c2[nH]c1=O)C(=O)Nc1ccccc1OC (configuration not stated)	-13	197	13	197	-53%	5	80	75	0%
CCOc1ccc(N2C(=O)C3C4C=CC(CC4)C3C2=O)c([N+](=O)[O-])c1 (configuration not stated)	-5	175	5	175	6%	.	.	.	3%
CN(C)S(=O)(=O)c1ccc(-c2csnn2)s1	-25	186	25	186	15%	10	95	85	3%
FC(F)(F)c1cccc(Oc2cc(C(F)(F)F)nc(-c3ccccn3)n2)c1	3	101	-3	101	17%	.	.	.	-12%
COc1ccc(CCCC(=O)NC2CCCCC2)cc1	6	202	-6	202	15%	.	.	.	-4%
CCOc1ccccc1NC(=O)C1CCN(c2ccc(S(=O)(=O)N3CCCC3)cc2)CC1	6	93	-6	93	-45%	7	92	85	-69%
O=C(O)c1ccc2oc(SCC(=O)N3CCCCC3)nc2c1	-2	124	2	124	-9%	5	89	83	-4%
CCCC(=O)n1nc(-c2ccccc2)nc1N	-6	183	6	183	.	-5	96	101	.
Cc1ccc(NC(=O)c2ccc(CSc3ncnc4nc[nH]c34)cc2)c(C)c1	3	180	-3	180	-54%	.	.	.	-7%
O=C(CN1CCOCC1)NC1C2CC3CC(C2)CC1C3 (configuration not stated)	9	156	-9	156	-11%	0	98	98	13%
COCCn1c(SCC(=O)NCCc2ccccc2)nnc1-c1ccco1	8	128	-8	128	-10%	10	102	92	-7%
Nc1nnc(CC(=O)NCc2ccccc2)s1	2	190	-2	190	11%	6	92	86	-6%
O=c1[nH]c2sc3c(c2c(=O)n1Cc1ccccc1)CCC3	9	110	-9	110	6%	4	93	89	-10%
COc1ccc(CCNC(=O)CNS(=O)(=O)c2ccc(Br)s2)cc1OC	2	166	-2	166	-22%	.	.	.	4%
COCCNC(=O)c1ccccc1NS(=O)(=O)c1ccc(Br)s1	-8	180	8	180	-44%	8	100	92	-42%
Brc1ccc(NCc2cccc3ccccc23)nc1	-1	154	1	154	6%	-4	79	83	3%
CCOC(=O)c1coc(CNC(=O)c2c(C)oc3c2CCCC3)c1	.	.	.	.	-4%	-34	81	114	6%

Nothing new here: an excerpt of the list.
smiles	IL1B NFkB inh	IL1B NFkB inh cell count 2 µM	NFkB transloc pot	NFkB transloc pot cell count 2 µM	PLAP inhibition	MRP reversal	MRP reversal cytotoxicity	MRP reversal with doxorubicin	Bcl-B TR3 displacers
Nc1nnc(CC(=O)NCc2ccccc2)s1	2	190	-2	190	11%	6	92	86	-6%
O=c1[nH]c2sc3c(c2c(=O)n1Cc1ccccc1)CCC3	9	110	-9	110	6%	4	93	89	-10%
COc1ccc(CCNC(=O)CNS(=O)(=O)c2ccc(Br)s2)cc1OC	2	166	-2	166	-22%	.	.	.	4%
COCCNC(=O)c1ccccc1NS(=O)(=O)c1ccc(Br)s1	-8	180	8	180	-44%	8	100	92	-42%
Brc1ccc(NCc2cccc3ccccc23)nc1	-1	154	1	154	6%	-4	79	83	3%
CCOC(=O)c1coc(CNC(=O)c2c(C)oc3c2CCCC3)c1	.	.	.	.	-4%	-34	81	114	6%

The list continues:
smiles	IL1B NFkB inh	IL1B NFkB inh cell count 2 µM	NFkB transloc pot	NFkB transloc pot cell count 2 µM	PLAP inhibition	MRP reversal	MRP reversal cytotoxicity	MRP reversal with doxorubicin	Bcl-B TR3 displacers
O=C(CSc1nc(-c2ccccc2)c(-c2ccccc2)[nH]1)NCc1ccco1	-5	79	5	79	-4%	-15	92	107	0%
Cc1ccc(S(=O)(=O)N2CCC(C(=O)NCC3CCCO3)CC2)cc1 (configuration not stated)	-5	148	5	148	-7%	6	105	99	-2%
Cc1ccccc1NC(=O)N(C(C)C)C(C)C	-2	150	2	150	10%	9	104	95	-2%
O=C(C1CC1)N1CCN=C1SCc1ccc(Cl)cc1	-1	189	1	189	8%	12	96	85	1%
CC(SC1=NCCS1)C(=O)Nc1nnc(-c2ccc(Cl)cc2)s1 (configuration not stated)	-19	181	19	181	-17%	-5	63	69	2%
CCOC(=O)CSC1=Nc2ccccc2C2=NC(CC(=O)NCc3ccc(OC)cc3)C(=O)N12 (configuration not stated)	16	104	-16	104	.	-10	97	108	.
CCOC(=O)C(NC(=O)OC(C)C)(Nc1nccs1)C(F)(F)F (configuration not stated)	3	130	-3	130	23%	-11	99	110	-6%
Cc1ccccc1NC(=O)CSc1nnc(Cc2ccccc2)o1	12	81	-12	81	.	11	96	85	.
Cc1sc(-n2c(C)ccc2C)c(C#N)c1C	-28	108	28	108	-11%	5	90	85	2%
Nc1nnc(CC(=O)N/N=C/c2cccc([N+](=O)[O-])c2)s1	4	178	-4	178	1%	.	.	.	12%
Cc1cc(C)c(S(=O)(=O)c2ccccc2)c(Cl)n1	-10	163	10	163	-22%	.	.	.	27%
COc1ccc(N=Cc2c(O)[nH]c3ccccc23)cc1	-7	141	7	141	0%	2	78	76	-1%
CCOc1nc(C)ccc1-c1noc(-c2ccco2)n1	8	101	-8	101	22%	-4	90	94	-11%
Cn1c(N)c(C(=O)COC(=O)CCCc2c[nH]c3ccccc23)c(=O)n(C)c1=O	2	210	-2	210	-54%	9	92	83	9%
Nc1ncnc2c1ncn2CCNCCc1ccccc1	-7	194	7	194	14%	-4	88	92	-12%
Cc1ccc(S(=O)(=O)Cn2nnnc2C(CC(C)C)N2CCN(c3ccccc3)CC2)cc1 (configuration not stated)	3	140	-3	140	.	24	108	85	.
Cc1ccc(N=Nc2c(O)n(CN3CCOCC3)c3ccccc23)cc1	-4	154	4	154	5%	.	.	.	1%
Cc1cc(NCc2ccccc2)nc(-c2ccccc2O)n1	-13	135	13	135	12%	-13	67	80	9%
CC1=C(C#N)C(c2ccc3ncccc3c2)C(C#N)=C(C)N1	50*	103*	-50	103	7%	13	94	81	-6%
Cc1ccc(C(=O)SC2=NCCS2)cc1	1	99	-1	99	.	7	92	85	.
COc1ccc(/C=C2\SC(=S)N(NC(=O)c3csc4c3CCCC4)C2=O)cc1	-4	159	5	159	-14%	8	104	97	-8%
CCOC(=O)CCCNC(=O)CN1C(=O)NC2(CCCCCC2)C1=O	-9	114	9	114	5%	5	101	96	5%
O=C(NCc1ccccn1)C1CCCN(S(=O)(=O)c2ccccc2)C1 (configuration not stated)	-6	51	7	51	10%	8	99	91	1%
CC(=O)c1ccc(NC(=O)Cn2nc(C)cc2C)cc1	1	110	-1	110	-5%	-10	91	101	-17%
C1CCc2nnc(-c3nnc4n3CCCCC4)n2CC1	-11	141	11	141	-65%	9	98	89	-2%
CCOC(=O)C1=C(N)n2c(s/c(=C\c3cccs3)c2=O)=C(C(=O)OCC)C1c1cccs1 (configuration not stated)	-30	200	30	200	-7%	-17	29	47	-3%
O=C(OC1CCCCC1)c1ccc(NC(=O)C2CCCCC2)cc1	-19	130	19	130	28%	6	50	44	6%
O=C(Nc1ccc(Cl)cc1)c1csc(-c2ccccc2)n1	1	95	-1	95	-11%	.	.	.	3%
CCCCn1c(SCc2cc(=O)[nH]c3ccccc23)nc2c1c(=O)n(C)c(=O)n2C	.	.	.	.	-25%	18	90	72	-10%
CC12CN(C(=O)c3ccccc3)C3(C#N)CC1CCC23C (configuration not stated)	-31	124	31	124	-8%	-1	93	94	-3%
COc1ccnc(N=CNOCc2ccc(F)cc2Cl)c1C#N	13	158	-13	158	10%	-1	99	100	6%

Assay outcomes from PubChem.
